HTRA1 inhibitor – inhibitors of human serine peptidase HTRA1; hit rate 0.5% among 340,000; recombinant HTRA1, FP-rhodamine activity-based probe, fluorescence polarization; Q92743; inhibition, % at 5.96 µM; in the data active = inhibition above about 36%;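 also: 0% = enzyme with DMSO and 100% = wells lacking enzyme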
ABHD4 inh – ABHD4 (mouse) inhibition, primary FP screen. purified mABHD4, FP-Rh probe fluorescence polarization. AID 720543. Q8VD66. hit rate 0.54% among 370,000. inhibition, % at 8.92 µM;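 active = inhibition exceeding the mean over every tested compound plus 3 SD, cut at about 30% in these data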;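 also: 0% = plate median of compound wells and 100% = S159A mutant with DMSO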
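Assay system: mouse ABHD4 enzyme, wild type / Also added: fluorescent activity-based probe FP-Rh / Doses: single nominal dose of 8.92 µM, 0.89% DMSO final / Timing: 45 min compound pre-incubation plus 60 min probe step, 25 °C / Signal: FP readout, ex 525 nm / em 598 nm / Control set: S159A mutant/DMSO as 100%, compound-well median as 0%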
LEDGF integ inh – blocks HIV-1 LEDGF/p75-dependent DNA integration. TR-FRET IN-LEDGF/p75 DNA integration, Eu/Cy5. hit rate 0.64% among 370,000. inhibition, % at 3.7 µM;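 active = inhibition above the screen-wide mean plus 3 SD, cut at about 13% in these data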;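 also: signal is the Cy5 over europium emission ratio at 671 and 618 nm; 0% = plate median of compound wells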
PRMT1 FP inh – inhibitors of human PRMT1. Q99873. recombinant PRMT1, activity-based probe fluorescence polarization. inhibition, % at 2.79 µM. hit rate 1.3% among 370,000;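 active = inhibition above about 21% made by adding two undisclosed values, limit read from the data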
Target sequence (Q99873 whole entry, looked up): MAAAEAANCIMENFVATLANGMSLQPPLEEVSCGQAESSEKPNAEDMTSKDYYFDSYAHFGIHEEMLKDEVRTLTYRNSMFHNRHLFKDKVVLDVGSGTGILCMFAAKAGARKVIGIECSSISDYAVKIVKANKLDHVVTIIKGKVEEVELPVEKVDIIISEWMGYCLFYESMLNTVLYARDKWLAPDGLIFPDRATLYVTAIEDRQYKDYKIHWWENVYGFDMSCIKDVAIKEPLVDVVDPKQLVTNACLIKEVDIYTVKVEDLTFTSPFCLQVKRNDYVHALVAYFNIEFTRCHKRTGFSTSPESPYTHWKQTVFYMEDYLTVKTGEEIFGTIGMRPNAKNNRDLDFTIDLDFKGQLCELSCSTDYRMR
NR1D1 modulator – Rev-erb alpha (human) modulation | P20393 | hit rate 0.79% among 370,000 | Rev-erbα–FITC-DNA binding, fluorescence polarization, 90 min | activity, % at 10 µM;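 active = activity above about 14%, limit read from the data; passing the limit was not always enough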;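 also: 0% = DMSO wells with 35 nM protein and 100% = DMSO wells with 750 nM protein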
rCAG binder – r(CAG) repeat RNA binding; TO-PRO-1 dye displacement fluorescence; hit rate 1.3% among 370,000; inhibition, % at 3 µM;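 active = inhibition above the plate cutoff, the mean of all test compounds on that plate plus 3 SD, cut at about 35% in these data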;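 also: 0% = DMSO alone and 100% = 100 µM mitoxantrone as full dye displacement; higher means more dye released from RNA so lower well fluorescence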
PG9 binder – PG9 antibody binding by small molecule | TR-FRET gp120-PG9 antibody binding | inhibition, % at 6.7 µM | hit rate 0.43% among 360,000 | AID 624416; in the data active = inhibition above about 8.5%
MBD2 DNA inh – MBD2-methylated oligo binding inhibition. Q9UBB5. TR-FRET, MBD2 binding to methylated oligonucleotide. inhibition, % at 4.4 µM. hit rate 0.31% among 370,000. AID 686964; in the data active = inhibition above about 13%
Target sequence (Q9UBB5 whole entry, looked up): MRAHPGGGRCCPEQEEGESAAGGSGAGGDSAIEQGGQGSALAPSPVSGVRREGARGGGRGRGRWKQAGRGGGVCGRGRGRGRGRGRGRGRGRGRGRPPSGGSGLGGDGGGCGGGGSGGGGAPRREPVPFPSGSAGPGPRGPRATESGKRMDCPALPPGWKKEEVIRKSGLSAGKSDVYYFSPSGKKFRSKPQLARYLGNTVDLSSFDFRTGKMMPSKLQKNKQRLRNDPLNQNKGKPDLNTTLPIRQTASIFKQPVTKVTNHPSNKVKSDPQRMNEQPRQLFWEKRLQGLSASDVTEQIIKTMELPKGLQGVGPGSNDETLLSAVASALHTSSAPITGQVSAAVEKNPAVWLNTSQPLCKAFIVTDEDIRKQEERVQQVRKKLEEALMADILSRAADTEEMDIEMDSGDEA
UHRF1 binding – blocks human UHRF1 binding to methylated DNA; Q96T88; UHRF1 binding to methylated oligo, TR-FRET; inhibition, % at 4.4 µM; hit rate 0.75% among 370,000; AID 687016; in the data active = inhibition above about 21%;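 also: UHRF1 SRA domain binding a hemimethylated CpG hairpin DNA probe; 0% = median of test compound wells and 100% = reference inhibitor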
TCR CD3 inh – human TCR-CD3 binding inhibition; TAMRA-labeled TCR probe fluorescence, biochemical; inhibition, % at 9.4 µM; hit rate 0.37% among 360,000; AID 651800; in the data active = inhibition above about 19%;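 also: recombinant mutant TCR 2C K166C tagged with TAMRA read by polarization; 0% = receptor in buffer alone and 100% = receptor with positive control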
* = called active by the depositor; x = not tested or not shown. This is a subset. The share of hits here may be higher or lower than overall.

SMILES	HTRA1 inhibitor	ABHD4 inh	LEDGF integ inh	PRMT1 FP inh	NR1D1 modulator	rCAG binder	PG9 binder	MBD2 DNA inh	UHRF1 binding	TCR CD3 inh
Cc1cc(/C=C2/C(=N)N3C(c4ccccc4)=CSC3=NC2=O)c(C)n1-c1ccccc1	-28	-24	4	-1	4	22	0.5	6	16	-8
Cc1oc(-c2ccccc2Cl)nc1CS(=O)CC(=O)NCc1ccco1 (stereo not given)	-3	1	2	1	5	-2	1.4	4	-1	4
O=C(COC(=O)CNC(=O)c1cccs1)Nc1ccc(C(F)(F)F)cc1[N+](=O)[O-]	-4	-3	1	1	3	1	-2.2	-2	0	-11
CC(=O)Nc1ccc(S(=O)(=O)Nc2cccc(-n3cnnn3)c2)cc1	2	0	1	-1	11	2	-0.5	-1	-1	7
COC(=O)C1=C(N)Oc2cc(C)n(Cc3cccnc3)c(=O)c2C1c1cccc(OC)c1OC (stereo not given)	5	-6	-4	-3	-9	1	-1.6	-7	0	8
Clc1ccc(-c2nnnn2-c2ccc(Cl)cc2)cc1	x	-5	-3	-1	0	-3	0.2	3	2	-6
CCC(=O)OC1(C)C(=O)C=C2C=C(CCCC(=O)OC)OC=C2C1=O (stereo not given)	12	19	16*	19	-2	19	0.8	-4	1	10
Cc1nn(-c2ccccc2)c(Cl)c1C(=O)Nc1ccc(N2CCOCC2)cc1	-1	3	-7	-3	0	0	-1.4	3	5	4
Cc1ccc(C(=O)COC(=O)CCCC(=O)Nc2cc(C(F)(F)F)ccc2Cl)cc1C	-8	0	-2	1	3	0	-2.0	2	-1	3
COC(=O)CSc1nc2sccc2c(=O)n1-c1ccccc1	1	4	-2	4	-3	8	-2.1	-1	-1	0
CCCN(C)C[C@@H]1OCCCC[C@@H](C)Oc2ccc(NC(=O)c3ccccc3)cc2C(=O)N([C@H](C)CO)C[C@@H]1C	x	-3	2	1	-1	2	-1.9	5	0	-4
O=C(CSc1nnc(COc2cccc3cccnc23)o1)N1CCCC1	6	2	-6	5	3	-3	0.9	2	-3	1
O=C(Nc1sc2c(c1C(=O)c1ccc(Cl)cc1)CCCC2)c1cccnc1	-35	0	2	5	-7	11	-0.3	1	2	-1
CCOC(=O)CNc1c(-c2ccc(O)cc2)nc2ccc(Cl)cn12	3	11	0	2	0	3	-6.1	-6	-4	-9
CCN(CC)C(=O)CC[C@H]1CC[C@]2(CCCN(Cc3ccc(OC)cc3)C2)O1	x	0	1	-3	6	-3	x	1	-1	x
Cc1ccc(C(=O)NC(C)c2ccc(-n3ccnc3)cc2)o1 (stereo not given)	1	2	-3	2	2	1	1.1	4	-1	2

Single records, as listed above:
Entry for `O=C(CSc1nnc(COc2cccc3cccnc23)o1)N1CCCC1` → HTRA1 inhibitor = 6; ABHD4 inh = 2; LEDGF integ inh = -6; PRMT1 FP inh = 5; NR1D1 modulator = 3; rCAG binder = -3; PG9 binder = 0.9; MBD2 DNA inh = 2; UHRF1 binding = -3; TCR CD3 inh = 1
Entry for `Cc1cc(/C=C2/C(=N)N3C(c4ccccc4)=CSC3=NC2=O)c(C)n1-c1ccccc1` → HTRA1 inhibitor = -28; ABHD4 inh = -24; LEDGF integ inh = 4; PRMT1 FP inh = -1; NR1D1 modulator = 4; rCAG binder = 22; PG9 binder = 0.5; MBD2 DNA inh = 6; UHRF1 binding = 16; TCR CD3 inh = -8

Continued:
SMILES	HTRA1 inhibitor	ABHD4 inh	LEDGF integ inh	PRMT1 FP inh	NR1D1 modulator	rCAG binder	PG9 binder	MBD2 DNA inh	UHRF1 binding	TCR CD3 inh
CCOc1nc(-c2ccc(Cl)cc2)nc2ccccc12	-1	-6	-4	5	-2	-3	2.1	7	2	-10
COc1cc(-c2nnc(NC(=O)c3ccc(S(=O)(=O)N4CCOCC4)cc3)o2)cc(OC)c1OC	x	-3	-2	1	1	2	0.6	-3	82*	-7
CCn1c(=N)c(S(=O)(=O)c2ccccc2)cc2c(=O)n3ccccc3nc21	-5	1	-2	2	-2	-1	-1.5	1	4	2
O=C(Nc1cccnc1)C12CC3CC(CC(C3)C1)C2	2	-8	3	-3	3	-2	-1.8	-1	2	-5
COc1cccc(NC(=O)Cc2nc(-c3ccccc3)sc2-c2ccc(C)cc2)c1	-83	-60	-3	-1	2	10	-0.4	1	-2	6
COc1ccc(OCCCC(=O)N2CCCc3ccccc32)cc1	-5	-10	-1	5	0	2	4.9	7	1	-4
O=C(CCCc1nc2ccccc2s1)NCc1ccccc1	-1	-4	-1	-4	-1	-7	-0.7	0	2	7
COc1ccc(CCNc2oc(COc3ccc(F)cc3)nc2C#N)cc1	-33	-26	4	1	0	6	0.2	-1	1	1
O=[N+]([O-])c1ccccc1-c1nc(-c2ccc(Br)o2)no1	-17	3	4	3	-3	4	-0.8	-1	0	1
CCN(CC(=O)Nc1ccc(OC)cc1)C(=O)CSCC(=O)Nc1cc(C)on1	4	-2	0	1	1	-1	-0.7	-1	1	0
COc1ccc(C(=O)NCCc2nnc3ccc(SCC(=O)NCc4ccc(F)cc4)nn23)cc1	6	-11	-5	4	2	-6	1.2	6	2	-10
CCOC(=O)Cc1csc(NC(=O)c2ccc(Cl)s2)n1	-14	-2	-4	-4	2	-3	-0.2	-1	3	-2
CCNC(=O)C1(C)CCCN(Cc2ccc3ccccc3c2Br)C1 (stereo not given)	x	5	0	2	4	1	-2.1	6	0	-7
CCN1C(C#N)=C(C#N)N=C(C)CC1(C)C	5	1	-3	4	-4	1	-0.9	0	0	6
CCOc1ccc(NC(=O)c2ccc(CN3CCc4ccccc4C3)cc2)cc1	-3	-5	3	0	1	-1	-3.9	-7	0	-6
COCc1cc(C)nc2sc(C(=O)Nc3ccccc3C)c(N)c12	0	6	2	0	3	-3	2.1	0	5	0
COc1ccc(/C=N\NC(=O)CNC(=O)C2COc3ccccc3O2)cc1[N+](=O)[O-] (stereo not given)	3	1	3	-6	0	2	-3.4	6	0	4
CC(OC(=O)c1nc(-c2ccccc2)n(-c2ccccc2)n1)C(=O)Nc1cc(Cl)cc(Cl)c1 (stereo not given)	-45	-47	1	1	5	9	0.2	-1	1	6
COc1ccc(OCc2cccc(C(=O)N3CCCC3)c2)cc1	-2	4	0	3	-3	2	-1.2	-5	-4	0
Cc1c(C(=O)N(Cc2ccc(F)cc2)C2CCS(=O)(=O)C2)oc2ccccc12 (stereo not given)	-9	-5	3	-1	5	-3	0.2	0	-4	10
Cc1ccc(Cn2c(C)c3cnn(CC(=O)NCc4ccccn4)c(=O)c3c2C)cc1	-4	-1	3	1	-3	2	-2.8	-6	-1	0
COCCNc1nnc(Cc2ccc(OC)c(OC)c2)c(=O)[nH]1	-1	-1	-5	1	1	-3	-0.5	4	1	-3
Nc1n[nH]c(-c2ccccc2)c1-c1ccccc1	9	7	2	-1	-2	1	0.1	2	-2	-2
CCOc1ccccc1NC(=O)c1ccc(NC(=O)C2CCCO2)cc1 (stereo not given)	-2	2	0	2	-4	-5	0.2	3	0	-7
Cc1ccc(C(=O)NCC(=O)OCC(=O)NCCNC(=O)COC(=O)CNC(=O)c2ccc(C)cc2)cc1	0	8	-2	1	0	-5	2.6	-2	1	-1
O=C(/C=C/c1ccc(S(=O)(=O)N2CCOCC2)cc1)N1CCN(c2ccccc2)CC1	-1	-4	1	-6	-4	-2	-0.2	-3	1	3
OC[C@H]1O[C@@H](c2nc(-c3nc(-c4ccc(F)cc4)no3)cs2)[C@H](O)[C@@H]1O	x	-1	-9	4	-3	3	0.0	0	0	-3
C[C@@H]1Cn2cnc(C(=O)N[C@@H](C)C(=O)OC(C)(C)C)c2C(=O)N1	1	0	-5	-4	-4	1	-0.8	-4	-3	1
CCCCCC(=O)Nc1nc(C)c(-c2csc(Nc3ccccc3OCC)n2)s1	-1	-4	-1	7	-4	30	-2.5	-7	-4	-8
O=C(Nc1ccccc1)c1cc(C2CCCCN2C(=O)CCc2ccccc2)on1 (stereo not given)	x	-7	-1	-2	-2	2	-0.2	2	-3	-3
CCCC(=O)Nc1sc(C(=O)OC)c(C)c1C(N)=O	3	3	0	11	-1	2	-0.8	-2	0	5
CCCCCN(C(=O)CCC(=O)OCCOc1ccccc1Cl)c1c(N)n(CCCC)c(=O)[nH]c1=O	-10	4	-5	-2	5	-3	-1.5	-3	3	-7
CCN(c1ccccc1)S(=O)(=O)c1ccc(Oc2ccc(-n3ccnc3)cc2)nc1	15	-2	5	1	0	-9	-2.2	6	-1	-7
COc1c(N2CCN(C(=S)NC3CC4CCC3C4)C(C)C2)c(F)cc2c(=O)c(C(=O)O)cn(C3CC3)c12 (stereo not given)	-1	-2	1	0	-3	-4	-0.8	2	1	-2
COc1ccc(-c2nnc(SCC(=O)NC(C)C)n2CC2CCCO2)cc1OC (stereo not given)	2	3	3	-2	8	-4	-0.7	2	0	12
CCN1C(=O)C(=O)N(CC(=O)c2cc(C)n(C3CC3)c2C)C1=O	2	8	3	1	0	0	-2.8	1	6	6
O=[N+]([O-])c1cc([N+](=O)[O-])c2cccnc2c1O	x	3	4	2	10	6	0.8	-14	-12	-5
Cc1cc(C)cc(CC(=O)N2CCC2(C)C(=O)NS(=O)(=O)c2cccc(OC(F)F)c2)c1 (stereo not given)	x	0	17*	-3	-9	23	0.8	0	-1	2
Cc1ccc(NC(=O)CCc2c(C)nn(-c3ccc(N4CCOCC4)nn3)c2C)cc1C	8	-12	-5	-1	-3	-4	1.6	3	5	-6
CN(C)c1ccc(C(=O)c2ccccc2C(=O)O)cc1[N+](=O)[O-]	-3	-1	0	-2	9	-1	0.2	1	4	3
Cc1cccc(C)c1NC(=O)CN(C)C(=O)c1ccc(-n2cncn2)c([N+](=O)[O-])c1	-6	2	1	-3	-1	1	-3.5	2	-1	7
COc1ccc(OC)c(-c2nc(C)sc2CC(=O)O)c1	7	1	-3	8	-3	-3	1.3	3	3	-4

Screening results (PubChem)
